# Source: PubChem BioAssay
# ABCB6 inh 2: inhibitors of human ABC transporter ABCB6 | Q9NP58 | K562-ABCB6 porphyrin accumulation, flow cytometry, 1 h; active compounds read low | fluorescence ratio to DMSO, % at 10 µM | hit rate 0.19% among 360,000;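 active means fluorescence ratio to DMSO below 75%, the collection mean minus 3 SD; inconclusive means too few cells collected in the well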;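 further: signal is porphyrin accumulated inside mitochondria; 100% equals median channel fluorescence of DMSO control wells; lower ratio means ABCB6 inhibition with less porphyrin fluorescence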
# H9c2 protect: myocardial damage modulation in H9c2 cells; H9c2 cardiomyocytes, H2O2 injury protection, ATPLite, 2 h; protection from H2O2 cell death, % at 20 µM; hit rate 0.63% among 360,000; AID 588492;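 active means compounds giving at least 50% protection of heart cells from peroxide-induced death in the single-dose screen, raw or plate-pattern-corrected value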;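 further: 0% = DMSO wells with peroxide and 100% = DMSO wells without peroxide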
# PDI inh: PDI (human) enzyme inhibition; PDI insulin aggregation turbidity, A650, 90 min; inhibition, % at 10 µM; hit rate 0.052% among 350,000; AID 588391;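 active means mean inhibition across replicates of 30% or more, whatever share of single replicates reach that level; inconclusive means mean inhibition below 30% while every single replicate reaches 30%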;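 further: absorbance from insulin aggregation driven by PDI reduction with DTT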
# Target sequence (P07237 whole entry, looked up): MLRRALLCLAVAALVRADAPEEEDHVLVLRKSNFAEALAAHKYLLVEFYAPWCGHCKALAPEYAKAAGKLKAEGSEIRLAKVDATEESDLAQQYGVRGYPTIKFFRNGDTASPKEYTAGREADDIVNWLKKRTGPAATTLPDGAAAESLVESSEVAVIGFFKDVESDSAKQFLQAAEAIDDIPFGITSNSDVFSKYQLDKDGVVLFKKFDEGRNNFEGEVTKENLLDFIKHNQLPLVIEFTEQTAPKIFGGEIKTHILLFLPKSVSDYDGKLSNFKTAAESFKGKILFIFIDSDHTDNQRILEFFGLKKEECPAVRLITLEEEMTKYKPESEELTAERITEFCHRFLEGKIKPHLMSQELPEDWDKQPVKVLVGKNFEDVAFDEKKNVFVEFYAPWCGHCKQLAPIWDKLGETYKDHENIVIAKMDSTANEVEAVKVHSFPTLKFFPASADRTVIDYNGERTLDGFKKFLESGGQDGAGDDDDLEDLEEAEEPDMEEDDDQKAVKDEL
# Vif inh: HIV Vif inhibition. HEK293T cells, Vif self-association by quenched fluorescence, imaging, 24 h. hit rate 0.35% among 340,000. inhibition, % at 7.49 µM; in the data active means inhibition above about 50%, passing the limit was not always enough; inconclusive means no clear call, values can overlap the other calls; inactive means below about 31%; further: some results filed as inactive read as strong as hits
# HTR2A ag: mouse HTR2A agonism via beta-arrestin recruitment | hit rate 0.66% among 360,000 | CHO-K1 mHTR2A beta-arrestin complementation, luminescence; percent of 30 µM serotonin response | activation, % at 7.6 µM;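 active means activation above a run cutoff, the mean activation of all tested compounds plus 3 SD, cut at about 14% in these data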;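 further: 0% = plate median of compound wells and 100% = 30 µM serotonin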
# Glyco luc inh: N-linked glycosylation inhibition. hit rate 0.23% among 360,000. reporter increase, % at 12.5 µM. D54 ERlucT glycosylation luciferase reporter, 24 h; percent of 100 nM tunicamycin response;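 active means mean luciferase reporter signal, scaled so untreated is 0 and the glycosylation-blocking control 100, at or above a set limit in every replicate; inconclusive means mean reaches the limit but not every replicate does; inactive means mean below the limit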;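 further: luciferase carries N-glycosylation sites so blocking glycosylation raises the light; 0% = median of neutral control wells and 100% = median of 100 nM tunicamycin wells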
# MC4R antagonist: human MC4R antagonism in cAMP assay; AID 540295; inhibition, % at 6.5 µM; hit rate 0.48% among 360,000; P32245; MC4R-expressing cells, MTII-stimulated cAMP, LANCE TR-FRET;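 active means inhibition above its plate's cutoff, the mean of tested wells on that plate plus 3 SD, cut at about 29% in these data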;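 further: 0% = Melanotan II alone and 100% = Melanotan II plus saturating MCL0020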
# Target sequence (P32245 whole entry, looked up): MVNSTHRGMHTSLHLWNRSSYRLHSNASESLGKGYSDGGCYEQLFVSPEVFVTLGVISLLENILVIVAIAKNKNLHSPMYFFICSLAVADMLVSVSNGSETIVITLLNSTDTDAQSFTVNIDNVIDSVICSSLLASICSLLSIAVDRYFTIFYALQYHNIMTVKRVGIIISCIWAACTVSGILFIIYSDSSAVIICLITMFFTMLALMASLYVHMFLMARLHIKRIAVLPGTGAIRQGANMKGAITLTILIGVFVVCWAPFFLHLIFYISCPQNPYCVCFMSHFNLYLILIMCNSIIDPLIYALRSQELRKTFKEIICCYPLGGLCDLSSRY
#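 material = U2OS cells stably expressing human melanocortin 4 receptor (MC4R) | also added = Melanotan II challenge | dosing = single nominal compound dose of 6.5 µM | detection = TR-FRET with Eu-cAMP and labeled anti-cAMP, 671 nm | replication = singlicate | timing = compound 30 min, challenge 1 h, detection 1 h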
# MC4R ag barr: human MC4R agonism via beta-arrestin; P32245; U2OS MC4R beta-arrestin complementation, luminescence; percent of melanotan II response, DMSO zero; activation, % at 8.9 µM; hit rate 0.98% among 360,000; AID 540308;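 active means activation above a per-plate cutoff, the mean activation of sample wells on that plate plus 3 SD, cut at about 8% in these data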
# aDG glyco up: increases alpha dystroglycan glycosylation | Pro5-aDG cells, alpha-DG glycosylation AlphaScreen (IIH6); 0% Pro5, 100% B10-LARGE cell signal | activation, % at 10 µM | hit rate 0.22% among 360,000 | AID 624168;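 active means activation of at least 8% versus controls, or a plate z-score of at least 8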;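 further: Pro5 are CHO cells carrying HIG-tagged alpha-DG that lacks glycosylation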
# CaV13 ICDI inh: Primary screen for inhibitors of IQ motif and Ca2+-dependent inactivation inhibitor domain binding in CACNA1D, Förster resonance energy transfer in living cells, …; HEK cells, CFP/YFP FRET ICDI-IQ, plate reader, 10 min; percent FRET-ratio fall versus neutral wells; inhibition, % at 12.3 µM; hit rate 0.098% among 340,000;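 active means mean replicate inhibition of at least 30% and at least 1% of replicates passing that level; inconclusive means only one of the two criteria is met; inactive means neither criterion is met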;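 further: 0% = median of the neutral control wells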
# * hit, by the source's call; ? = inconclusive; . = no result given. Outcome played no part in choosing rows. About 3.6% of those tested had a hit in this group.
SMILES	ABCB6 inh 2	H9c2 protect	PDI inh	Vif inh	HTR2A ag	Glyco luc inh	MC4R antagonist	MC4R ag barr	aDG glyco up	CaV13 ICDI inh
Cc1nccn1CC(=O)c1ccc(O)c(O)c1	92	6	-5	10	-2	3	2	-0.2	0.3	-6
C=CCc1ccc(OCCOc2cccc3cccnc23)c(OC)c1	96	-7	14	0	-6	-1	1	-2.5	0.2	-3
CN1C(=O)[C@H]2[C@@H](c3ccc(C(F)(F)F)cc3)N[C@]3(CCCN(Cc4ccc(F)cc4)C3=O)[C@H]2C1=O	96	-16	-8	4	4	1	20	-1.5	0.3	-4
N#Cc1c(-c2ccccc2)c(-c2ccccc2)n[nH]c1=O	100	-9	9	-15	-1	-1	4	-0.3	0.0	-5
CC1Cc2ccccc2N1C(=O)c1cnc2ccccn2c1=O (stereo not drawn)	113	0	-15	1	-1	1	20	0.0	0.1	-5
CC(C)c1ccc(NC(=S)NNC(=O)C2CC2)cc1	104	-11	-3	-5	0	3	3	-3.9	0.0	-4
CC1CCC2(CC1)NC(=O)N(Cc1nnc(-c3cccs3)o1)C2=O (stereo not drawn)	102	-4	7	3	4	1	4	-0.7	0.4	-45
CC(SCC(=O)Nc1ccccc1)c1nc2ccccc2c(=O)[nH]1 (stereo not drawn)	94	2	-5	.	7	.	9	0.4	0.1	-5
Cc1cccc(NC(=O)N(Cc2cc3cc(C)cc(C)c3[nH]c2=O)CC2COCCO2)c1 (stereo not drawn)	103	3	1	-15	3	0	-1	-2.5	-0.3	-3
Cn1c(SCC(=O)Nc2cc(S(=O)(=O)N3CCOCC3)ccc2N2CCOCC2)nnc1-c1ccncc1	99	9	7	1	0	2	10	-3.0	0.2	2
O=C1/C(=C\c2ccncc2)CCc2ccccc21	101	-5	-3	-3	2	7	5	0.2	0.1	-25
Cc1ccc(NC(=O)CSc2nnc(CNC(=O)c3ccco3)n2C)cc1C	104	1	-5	0	-6	3	-5	-2.9	0.3	-5
CCN(CC(=O)NCc1ccc(Cl)cc1)C(=O)CSCC(=O)Nc1cccc(C)c1	105	3	1	.	10	.	2	-1.1	0.0	-10
O=c1cc(-c2ccccc2Cl)oc2c(NS(=O)(=O)c3ccccc3C(F)(F)F)ccc(O)c12	101	-1	3	10	6	0	12	-0.5	0.1	-7
Cc1cc(C)nc(N2CCCC(C(=O)Nc3nnc(C)s3)C2)n1 (stereo not drawn)	93	9	7	-4	-3	1	-4	-0.6	-0.1	-6
CCOC(=O)[C@]12CCCC=C1N(Cc1ccc3c(c1)OCO3)C(=O)[C@H](CC(=O)NCc1ccc(OC)c(OC)c1)C2	102	.	.	.	-2	.	.	.	-0.3	-7
O=C(CN1C(=O)/C(=C2/SC(=S)N(CCS(=O)(=O)O)C2=O)c2ccccc21)Nc1cccc(Br)c1	98	-2	20	7	-2	-1	6	-4.0	-0.3	-7
CCOC(=O)c1c(C)[nH]c(C)c1C(=O)CSc1nnc(-c2ccco2)n1Cc1ccccc1	96	25	0	.	-3	-2	6	-2.0	0.1	-5
Cc1cc(NC(=O)/C(C#N)=C/c2ccco2)n(-c2ccccc2)n1	103	6	-1	1	-1	-1	-3	-3.0	0.3	1
CCOC(=O)/C(=C\c1cccc(O)c1)c1nc2sc(C)c(C)c2c(=O)[nH]1	92	-10	-6	6	0	?	17	-3.0	0.4	-4

# 2 consecutive compounds already listed, for reference:
SMILES	ABCB6 inh 2	H9c2 protect	PDI inh	Vif inh	HTR2A ag	Glyco luc inh	MC4R antagonist	MC4R ag barr	aDG glyco up	CaV13 ICDI inh
Cc1nccn1CC(=O)c1ccc(O)c(O)c1	92	6	-5	10	-2	3	2	-0.2	0.3	-6
C=CCc1ccc(OCCOc2cccc3cccnc23)c(OC)c1	96	-7	14	0	-6	-1	1	-2.5	0.2	-3

# More records
SMILES	ABCB6 inh 2	H9c2 protect	PDI inh	Vif inh	HTR2A ag	Glyco luc inh	MC4R antagonist	MC4R ag barr	aDG glyco up	CaV13 ICDI inh
CCc1cccc(CC)c1NC(=O)c1cccc(S(=O)(=O)N2CCN(C)CC2)c1	93	-1	-2	5	1	-3	7	-1.9	0.0	.
COc1ccc(C2C3=C(CC(C)(C)CC3=O)Oc3ncn(CCCn4ccnc4)c(=N)c32)cc1 (stereo not drawn)	107	25	1	-3	3	1	-3	-1.9	3.7	.
CCOCc1c(C(=O)OCC(=O)NCc2ccc(F)cc2)oc2ccccc12	96	14	-1	12	-4	-2	5	14*	-0.2	-18
COC(=O)CCCNC(=O)c1ccc(OS(=O)(=O)c2cc([N+](=O)[O-])ccc2C)cc1	100	5	2	3	-2	0	-1	-2.7	0.2	-5
COc1ccc2c(c1OC)C(=O)OC2Nc1nc2ccccc2s1 (stereo not drawn)	98	4	-2	7	3	1	-2	-1.2	0.0	13
CCOc1ccccc1NC(=O)c1nnn(CC(=O)Nc2ccc3c(c2)OCO3)c1N	98	-7	1	5	8	-1	0	-2.4	0.2	-6
C=CCNC(=O)c1onc(CSc2cccc(OCC)c2)c1C(=O)O	97	0	-3	-1	5	3	-5	-1.0	0.0	-12
CCOc1ccc(CCNS(=O)(=O)c2c(C)nc3sccn3c2=O)cc1OCC	97	2	-1	11	9	1	14	-0.7	-0.2	-5
O=C(c1ccc(=O)n(Cc2ccccc2)n1)N1CCN(C/C=C/c2ccccc2)CC1	91	4	2	-7	-2	0	7	-1.7	0.3	-6
O=S(=O)(NC1CCCC1)c1ccc(F)cc1F	94	6	0	.	-2	0	3	-0.9	0.3	-10
CCn1c(SCC(=O)c2c[nH]c3ccccc23)nc2cc(S(=O)(=O)N3CCOCC3)ccc21	116	-2	1	19	-2	-3	3	2.1	-0.4	-4
COc1ccc(S(=O)(=O)N2CCN(C)CC2)cc1	101	-2	3	0	-4	3	7	-1.2	0.0	-7
O=C(c1ccccc1F)N1CCN(CC2CC3C=CC2C3)CC1 (stereo not drawn)	101	3	10	-2	0	-1	3	0.9	-0.1	.
CC(=O)c1ccc(OCc2cc(C(=O)NC3CCCCC3)no2)cc1	97	5	1	-3	3	0	-1	2.8	-0.2	0
CSc1ccc(CN2CCC2(C)C(=O)Nc2ccc3c(c2)OCO3)cc1 (stereo not drawn)	100	-6	2	12	1	2	-5	-0.9	-0.1	-5
COc1ccc(C(CNC(=O)c2cc3c(s2)CCCC3)N2CCOCC2)cc1 (stereo not drawn)	100	-2	5	-8	-7	-3	0	-3.7	0.2	-2
O=C(NS(=O)(=O)c1ccccc1)c1cccc(Br)c1	96	4	5	-9	1	0	1	-3.2	0.1	-7
O=C(O)c1cc(NN=Nc2cccc([N+](=O)[O-])c2)cc([N+](=O)[O-])c1	102	3	8	.	1	0	23	-0.4	0.0	-2
S=C(NCCCn1ccnc1)NC1CCCCC1	101	6	0	2	3	-1	6	-0.5	-0.1	-18
O=C(O)c1ccccc1NN=C1CCCCC1	102	0	-2	-18	2	2	12	-0.6	-0.2	-3
Cn1c(NC(=O)c2ccc(F)c(F)c2)cc(=O)n(C)c1=O	92	-6	-5	12	-2	3	12	0.3	0.2	-5
CC(C(=O)OCC(=O)c1ccccc1)N1C(=O)C2C3CCC(C3)C2C1=O (stereo not drawn)	93	2	2	.	-1	3	2	-1.2	-0.3	-3
Cc1cc(C)cc(N(CCC#N)C(=O)COC(=O)c2nc3nc(C)cc(C)n3n2)c1	101	0	12	6	10	1	7	-1.1	0.1	-7
Cc1cc(NC(=O)C2CCCCC2)n(-c2nc3ccccc3[nH]2)n1	100	42	-3	.	0	4	-9	0.3	-0.5	-1
CCc1cc(-c2[nH]ncc2-c2ccc([N+](=O)[O-])cc2)c(O)cc1OC	91	-16	3	-11	0	-2	-7	0.9	0.0	.
COc1ccc(-c2onc(C)c2-c2cnn(-c3ccccc3)c2)c(O)c1	105	-4	-5	-1	-3	-2	8	2.8	-0.3	3
COc1ccccc1-c1noc2c1C(=O)N(Cc1cn(-c3ccc(Cl)cc3)nn1)CC2	96	-8	.	-8	4	0	.	.	-0.1	-9
O=C(NCc1ccccn1)c1cccc(S(=O)(=O)Nc2ccc(SC(F)F)cc2)c1	100	-3	8	-3	-2	-1	-2	-3.3	0.2	-1
CC1(c2ccccc2Cl)NC(=O)N(CC(=O)NCc2ccco2)C1=O (stereo not drawn)	100	8	8	-4	-3	0	5	2.3	-0.1	3
COc1ccc(N2CCN(C(=O)CSc3nnc(-c4cccnc4)n3-c3ccc(F)cc3)CC2)cc1	99	2	4	-5	-3	-1	13	-1.6	0.1	-4
Cc1cc2c(SCC(=O)NCC3CCCO3)ncnc2s1 (stereo not drawn)	100	1	9	-10	-3	2	13	0.7	0.0	-5
CCn1c(SCC(=O)N2CCCCC2)nc2c(c1=O)SC(C)C2 (stereo not drawn)	94	12	.	5	-3	2	7	0.8	-0.1	-6
CCOC(=O)C1=C(C)NC(C)=C(C(=O)OCC)C1c1ccncc1	99	-1	-5	10	4	1	10	-0.4	-0.4	-5
CCN(Cc1ccccc1)C(=O)c1cccc(S(=O)(=O)N2CCN(c3ccccc3)CC2)c1	98	-22	0	-3	-1	-2	5	-3.4	0.8	-7
Cc1ccc(CC(=O)N2CCN(c3ccccc3F)CC2)cc1	97	4	3	0	-5	0	10	-2.6	-0.3	-5
CCOC(=O)N1CCN(C(=O)Cn2ccc3c(OC)cccc3c2=O)CC1	100	0	.	.	3	1	0	-1.5	-0.4	-6

# Part of the list above, field by field.
> Cc1cc(NC(=O)C2CCCCC2)n(-c2nc3ccccc3[nH]2)n1
  ABCB6 inh 2 = 100
  H9c2 protect = 42
  PDI inh = -3
  Vif inh = .
  HTR2A ag = 0
  Glyco luc inh = 4
  MC4R antagonist = -9
  MC4R ag barr = 0.3
  aDG glyco up = -0.5
  CaV13 ICDI inh = -1

> CCc1cc(-c2[nH]ncc2-c2ccc([N+](=O)[O-])cc2)c(O)cc1OC
  ABCB6 inh 2 = 91
  H9c2 protect = -16
  PDI inh = 3
  Vif inh = -11
  HTR2A ag = 0
  Glyco luc inh = -2
  MC4R antagonist = -7
  MC4R ag barr = 0.9
  aDG glyco up = 0.0
  CaV13 ICDI inh = .

> COc1ccc(-c2onc(C)c2-c2cnn(-c3ccccc3)c2)c(O)c1
  ABCB6 inh 2 = 105
  H9c2 protect = -4
  PDI inh = -5
  Vif inh = -1
  HTR2A ag = -3
  Glyco luc inh = -2
  MC4R antagonist = 8
  MC4R ag barr = 2.8
  aDG glyco up = -0.3
  CaV13 ICDI inh = 3

> COc1ccccc1-c1noc2c1C(=O)N(Cc1cn(-c3ccc(Cl)cc3)nn1)CC2
  ABCB6 inh 2 = 96
  H9c2 protect = -8
  PDI inh = .
  Vif inh = -8
  HTR2A ag = 4
  Glyco luc inh = 0
  MC4R antagonist = .
  MC4R ag barr = .
  aDG glyco up = -0.1
  CaV13 ICDI inh = -9
